Screening data: PubChem, several laboratories
PLAP inhibition: PLAP enzyme inhibitors, biochemical, luminescence, HTS (AID 690); Alkaline phosphatase, placental type (Homo sapiens); purified PLAP, luminescent substrate; higher % means a stronger effect; one-dose inhibition, % at 20 µM; IC50 in µM for titrated hits; 96,000 compounds, 0.08% hits; in the data active = a potency from the dose series; inactive = the rest, 99 in 100 with inhibition below about 30%; also: strong numbers were not always called active
Bcl-B displacement: displacers of TR3 peptide from Bcl-B, primary screen, selectivity assay for Bfl-1 inhibitor project, biochemical, fluorescence polarization; Bcl-2-like protein 10 (Homo sapiens); 96,000 compounds, 0.11% hits; displacement, % at 20 µM; hits with a dose series show IC50 in µM; FP displacement of FITC-TR3 peptide from Bcl-B; higher % means a stronger effect;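 active = displacement above 50% at 20 µM plus a fluorescence interference ratio under 1.5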;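 also: plate controls were wells without compound for no effect and wells lacking Bcl-B protein for full effect; a part of the inactive calls stands beside numbers as strong as those of hits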
MRP resist rev: reversal of MRP1-mediated doxorubicin resistance, primary screen, H69AR cells, doxorubicin co-treatment; H69AR cells + 2 uM doxorubicin, CellTiter-Glo, 72 h; differential viability (reversal), % at 10 µM; 85,000 compounds, 0.04% hits;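 active = viability drop by adding the cancer drug above about 55%, with treated viability meeting a 40% cutoff, limit read from the data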;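 also: viability without doxorubicin minus viability with 2 µM doxorubicin for each compound; larger differential means the compound sensitizes cells more to doxorubicin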
NFkB transloc pot: enhancers of NFkB p65 translocation in HUVEC – imaging, IL-1B stimulus, high-content imaging, primary screen. 94,000 compounds, 0.3% hits. activation, % at 2 µM. HUVEC IL-1B NFkB p65 nuclear translocation imaging;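 active = activation above 40%, about the mean plus 3 SD, also judged a hit on visual image review; inconclusive = activation above 40% but not a hit on visual review; inactive = activation not above 40% and no visual hit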;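 also: percent activation is computed from the nuclear over cytoplasmic p65 intensity ratio; values of inactives mirror those of a sister screen read the other way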
IL1B NFkB inh: inhibitors of IL-1B driven NFkB p65 nuclear import, primary screen, imaging, HUVEC, IL-1B stimulus, high-content imaging; HUVEC IL-1B NFkB p65 nuclear translocation imaging; inhibition, % at 2 µM; 94,000 compounds, 0.43% hits;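 active = inhibition above about 30% together with a positive call from visual inspection of the well image, limit read from the data; inconclusive = inhibition above a set limit but visual check negative; inactive = inhibition not above a set limit, visual check negative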;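 also: nuclear over cytoplasmic p65 intensity ratio measured by imaging; 0% = IL-1B stimulated DMSO wells and 100% = unstimulated DMSO wells; values of inactives mirror those of a sister screen read the other way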
MRP resist rev cytotoxicity: further read-out of MRP resist rev, marked with its call; viability, %; H69AR cells, CellTiter-Glo, 72 h; measured here: cytotoxicity without doxorubicin
MRP resist rev with doxorubicin: second read-out of MRP resist rev, no call of its own (marks repeat the call); viability, %; measured here: viability with 2 uM doxorubicin; active compounds read low
IL1B NFkB inh cell count 2 µM: recorded beside IL1B NFkB inh, whose call it bears; cell count; measured here: cells passing quality filter;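 raw number of nuclei counted in each imaged well without normalization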
NFkB transloc pot cell count 2 µM: also measured in NFkB transloc pot; calls as there; cell count; measured here: cells passing quality filter
Numbers without * were called inactive; ? = inconclusive; . = no result given.

SMILES,PLAP inhibition,Bcl-B displacement,MRP resist rev,MRP resist rev cytotoxicity,MRP resist rev with doxorubicin,NFkB transloc pot,NFkB transloc pot cell count 2 µM,IL1B NFkB inh,IL1B NFkB inh cell count 2 µM
Cc1nn(C)c(C)c1N=Cc1c(O)ccc2ccccc12,-4%,-21%,-6,94,100,-13,131,13,131
CCOC(=O)N1CCC(N2Cc3cccc(C(=O)Nc4ccc(CC)cc4)c3C2=O)CC1,-74%,-2%,21,102,81,7,142,-7,142
S=C(Nc1ccccc1)Nc1cc(Cl)ccc1Oc1ccccc1,8%,1%,.,.,.,12,118,-12,118
O=C(Cc1ccccc1)N1CCCC(c2nc(-c3cccs3)no2)C1 (configuration not stated),3%,-2%,-28,64,92,?,.,-54,127
O=C1c2ccccc2NC(c2cccc(F)c2)N1Cc1ccco1 (configuration not stated),6%,36%,15,94,80,16,146,-16,146
CC/C(=N/Nc1ccccc1Cl)c1cnnc(-c2ccccc2)n1,.,.,9,93,83,1,70,-1,70
CCn1c2ccccc2c2nnc(SCC(=O)NC(CC(C)C)C(=O)OC)nc21 (configuration not stated),-17%,12%,-16,67,82,22,54,-22,54
COc1ccc(NC(=S)NCCSc2ccc(Cl)cc2)c(OC)c1,-19%,22%,.,.,.,-7,145,7,145
Cc1cc(-c2ccccc2)nc(N(C)NC(=O)c2c(F)cccc2F)c1S(C)(=O)=O,-72%,-8%,10,91,80,.,.,.,.
O=S(=O)(c1ccc(Br)s1)N1CCCCC1,-12%,-9%,19,99,81,-5,153,5,153
O=C1N/C(=N/N=C/c2ccccc2)SC1(c1ccccc1)c1ccccc1,-95%,0%,-14,84,98,6,202,-6,202
O=C(NCc1ccco1)c1cccc(S(=O)(=O)N2CCOCC2)c1,-21%,-6%,-39,47,86,.,.,.,.
COC(=O)c1cc(Br)c(=O)n(-c2cccc(F)c2)c1,-11%,13%,-7,86,93,-1,144,1,144
CCOC(=O)N1CCN(c2c(NCCCN3CCCC(C)C3)c(=O)c2=O)CC1 (configuration not stated),-41%,3%,.,.,.,0,78,0,78
CCOC(=O)c1sc(Nc2cccc(C)c2C)nc1C,21%,0%,3,83,80,7,191,-7,191
Cc1ccc(/C=C/c2ccc(=O)n(Cc3ccccc3Cl)n2)cc1,-80%,1%,21,106,85,-3,152,3,152
Cc1ccc(/C=N/NC(=O)c2cc3c(ccc4ccccc43)o2)cc1[N+](=O)[O-],1%,-1%,.,.,.,-7,76,7,76
COc1ccc(OCC(=O)Nc2ccc3c(c2)nc(CN2CCCC2)n3C)cc1,-69%,7%,16,88,72,7,196,-7,196
CCC(C)(C(=O)NC1CCCCC1)N(C)C(=O)c1ccc2c(c1)OCO2 (configuration not stated),-6%,82%,.,.,.,-16,166,16,166
O=C(Nc1ncc(Cc2ccccc2)s1)C1COc2ccccc2O1 (configuration not stated),-16%,0%,1,66,65,-17,141,17,141

Individual results from above:
IL1B NFkB inh cell count 2 µM with COC(=O)c1cc(Br)c(=O)n(-c2cccc(F)c2)c1 reads 144
MRP resist rev cytotoxicity with COc1ccc(OCC(=O)Nc2ccc3c(c2)nc(CN2CCCC2)n3C)cc1 reads 88

New compounds follow:
SMILES,PLAP inhibition,Bcl-B displacement,MRP resist rev,MRP resist rev cytotoxicity,MRP resist rev with doxorubicin,NFkB transloc pot,NFkB transloc pot cell count 2 µM,IL1B NFkB inh,IL1B NFkB inh cell count 2 µM
Cc1c(-c2ccccc2)c(P(=O)(N2CCOCC2)N2CCOCC2)c2ccccn12,-21%,-2%,2,92,90,1,170,-1,170
CC(C)NC(=O)c1cc2nc(-c3ccco3)cc(C(F)(F)F)n2n1,7%,-5%,10,105,95,18,150,-18,150
c1ccc(-n2ncc(-c3nn[nH]n3)n2)cc1,-2%,4%,.,.,.,0,140,0,140
CC1CCN(C(=O)CSc2nc3ccccc3s2)CC1,10%,-28%,-2,87,89,14,147,-14,147
Cc1snc(SCC(=O)c2ccc(Cl)cc2)c1C#N,8%,2%,.,.,.,2,81,-2,81
Cn1c(C2=C(O)CN(c3ccc4c(c3)OCCO4)C2=N)nc2ccccc21,-78%,1%,11,89,78,-9,99,9,99
CC1(NC(=O)C23CC4CC(CC(C4)C2)C3)CCS(=O)(=O)C1 (configuration not stated),3%,-11%,6,93,87,-17,84,17,84
Cc1ccc2[nH]c(C)c(/C=N/Nc3nc4ccccc4s3)c2c1,-2%,-2%,-11,5,15,12,158,-12,158
O=c1nc2n(c3c1oc1ccccc13)Cc1ccccc1-2,2%,2%,-6,69,75,.,.,.,.
COC(=O)C(CC(=O)Nc1cc(C)ccc1C)Nc1ccccc1OC (configuration not stated),26%,-9%,-3,86,89,24,133,-24,133
COc1ccc(Cn2nnnc2C(c2ccccc2OC)N2CCC(C(N)=O)CC2)cc1 (configuration not stated),-25%,-8%,-18,64,82,26,142,-26,142
CSC1=N/C(=C\c2ccc(C)cc2)C(=O)S1,2%,-4%,-23,87,110,12,78,-12,78
Cc1csc(NC(=O)CSc2ncnc3c2cnn3-c2ccccc2Cl)n1,-42%,-11%,4,65,61,5,186,-5,186
CCN(CC)C(=O)c1ccc(Nc2nnc(C)c3ccccc23)cc1,.,.,5,77,72,-6,102,6,102
O=c1c2ccccc2nc2n1C(CSc1ccc(Br)cc1)CN2 (configuration not stated),-24%,-1%,.,.,.,1,143,-1,143
CS(=O)(=O)N(CC(=O)Nc1ccccc1Sc1ccccc1)C1CCCCC1,-92%,8%,-2,66,68,-6,163,6,163
O=C(CN1C(=O)C2CC=C(Cl)CC2C1=O)NCc1ccccc1 (configuration not stated),-10%,30%,-5,102,107,-8,134,8,134
Cn1cnnc1SCC(=O)Nc1ccc2nc(SCc3ccccc3F)sc2c1,-102%,-9%,32,104,71,14,52,-14,52
CC(C)(C)c1ccc(C(=O)N2CCCCCC2=O)cc1,.,.,0,96,96,-2,101,2,101
CC(=O)CCS(=O)(=O)c1ccc(NC(C)=O)cc1,6%,8%,1,0,0,16,183,-16,183
CCOC(=O)N1CCN(C(=O)CN(c2cccc(C(F)(F)F)c2)S(C)(=O)=O)CC1,-50%,-1%,-11,84,95,25,126,-25,126
O=C(Cc1cccc2ccccc12)N/N=C/c1ccc(Sc2nc3ccccc3s2)o1,-16%,10%,.,.,.,5,169,-5,169
Cc1cc(C)n(-c2nc3c(c(=O)[nH]c(=O)n3C)n2Cc2cccc(Br)c2)n1,-50%,1%,-1,81,82,-1,120,1,120
Cn1ccnc1SCC(=O)Nc1ccc2ccccc2c1,20%,-10%,6,96,90,1,167,-1,167
Cc1cc(OCCCn2ccnc2)cc(C)c1Cl,19%,-26%,-2,77,80,.,.,.,.
COc1ccccc1N(C(=O)CNS(=O)(=O)c1ccccc1)C(C(=O)NCc1ccco1)C(C)C (configuration not stated),-63%,4%,6,90,84,4,180,-4,180
CC1=C(C(N)=O)C(c2cccnc2)n2nc(SCc3ccccc3Cl)nc2N1 (configuration not stated),.,.,11,85,74,16,126,-16,126
Cc1cccc(NC(=O)NCCc2c[nH]c3ccccc23)c1,-5%,-15%,-8,69,78,15,176,-15,176
CCN1CCC2(CC1)C(C#N)=C(N)Oc1c2sc2nc(C)cc(C)c12,-64%,-34%,-10,62,72,2,101,-2,101
COC(=O)Cc1n[nH]c(=O)c2ccccc12,14%,-7%,15,110,95,-8,115,8,115

4 of the compounds above, with two lines to a compound.
Values in the order – PLAP inhibition, Bcl-B displacement, MRP resist rev, MRP resist rev cytotoxicity, MRP resist rev with doxorubicin, NFkB transloc pot, NFkB transloc pot cell count 2 µM, IL1B NFkB inh, IL1B NFkB inh cell count 2 µM
> Cc1cccc(NC(=O)NCCc2c[nH]c3ccccc23)c1
  -5%, -15%, -8, 69, 78, 15, 176, -15, 176
> CCN1CCC2(CC1)C(C#N)=C(N)Oc1c2sc2nc(C)cc(C)c12
  -64%, -34%, -10, 62, 72, 2, 101, -2, 101
> Cc1cc(OCCCn2ccnc2)cc(C)c1Cl
  19%, -26%, -2, 77, 80, ., ., ., .
> CCOC(=O)N1CCN(C(=O)CN(c2cccc(C(F)(F)F)c2)S(C)(=O)=O)CC1
  -50%, -1%, -11, 84, 95, 25, 126, -25, 126

Following part.
SMILES,PLAP inhibition,Bcl-B displacement,MRP resist rev,MRP resist rev cytotoxicity,MRP resist rev with doxorubicin,NFkB transloc pot,NFkB transloc pot cell count 2 µM,IL1B NFkB inh,IL1B NFkB inh cell count 2 µM
Cc1cc([N+](=O)[O-])ccc1NCc1ccc2ccccc2c1,75µM*,-3%,.,.,.,4,105,-4,105
CCCn1c(=C(C#N)C#N)s/c(=C2\C=Cc3ccccc3N2CC)c1=O,15%,0%,11,100,89,8,200,-8,200
COc1ccc(CNC(=O)Nc2ccc(OC)cc2)cc1,12%,-9%,0,93,93,8,150,-8,150
CCCOc1ccccc1C1NC(=O)NC(C)=C1C(=O)OCc1ccccc1 (configuration not stated),.,.,-14,95,110,13,78,-13,78
Cc1cc(Nc2ccc(C(C)C)cc2)n2ncnc2n1,-66%,1%,2,101,99,.,.,.,.
CCNC(=S)NNC(=O)c1cc(-c2cccc(C)c2)nc2ccccc12,-88%,20%,.,.,.,-9,171,9,171
CC(C)(C)S(=O)(=O)c1ccccc1C(=O)O,0%,-12%,8,94,86,-2,109,2,109
CCOc1ccc2nc(NC(=O)CSC3=NCCS3)sc2c1,-25%,-4%,-2,1,3,6,104,-6,104
Cc1nc(NCC2CCCO2)c2oc3ccccc3c2n1 (configuration not stated),-17%,5%,4,87,84,4,167,-4,167
O=C(NCc1ccc(F)cc1)C1CCC(=O)N1CCc1ccccc1 (configuration not stated),-18%,5%,5,90,85,-8,197,8,197
Cc1ccc(S(=O)(=O)N2CCOCC2)cc1C(=O)OCC(=O)Nc1ccc2c(c1)OCO2,-7%,6%,.,.,.,3,135,-3,135
O=C(c1ccccc1)c1cc2ccccc2o1,-7%,-2%,16,96,80,-9,179,9,179
CSCCC(NC(=O)OC(C)(C)C)C(=O)NC(C(=O)NC(CC(C)C)C(N)=O)C(C)C (configuration not stated),-37%,7%,5,96,91,14,138,-14,138
CCOc1ccccc1NC(=O)c1ccoc1C,17%,-13%,11,89,78,-6,146,6,146
Cc1nc(SCC(=O)Nc2ccccc2C(F)(F)F)c2c(=O)n(C)c(=O)n(C)c2n1,.,.,4,49,45,10,162,-10,162
COC(=O)c1ccc(C(=O)OC)c(NC(=O)COC(=O)C2CCC(C(C)(C)C)CC2)c1 (configuration not stated),-38%,2%,.,.,.,4,198,-4,198
CSC1=C(C#N)C(c2ccccc2Cl)C2=C(N1)c1ccccc1C2=O (configuration not stated),-6%,-24%,.,.,.,.,.,.,.
C=CCN=C(NC#N)SCCc1ccccc1,12%,-8%,1,89,88,.,.,.,.
N/C(=N\c1nc2ccccc2o1)NC(=O)C(Cc1ccccc1)N1C(=O)c2ccccc2C1=O (configuration not stated),-36%,-2%,5,96,91,9,131,-9,131
O=[N+]([O-])c1ccc(C2CCCC/C2=N/OCc2ccccc2F)c([N+](=O)[O-])c1 (configuration not stated),24%,2%,.,.,.,-2,155,2,155
O=C(NCc1cccnc1)C1c2ccccc2C(=O)N1C1CCCCCC1 (configuration not stated),7%,0%,13,96,83,-8,119,8,119
Cc1onc(-c2c(F)cccc2Cl)c1C(=O)Nc1sc2c(c1C(N)=O)CCC2,8%,-11%,-53,16,69,1,171,-1,171
O=C(c1ccc(S(=O)(=O)N2CCOCC2)cc1)N(Cc1ccco1)Cc1cccs1,-27%,1%,-3,91,94,4,138,-4,138
CC(=O)N1CCc2cc(Br)cc(S(=O)(=O)NCCCN3CCCC(C)C3)c21 (configuration not stated),12%,2%,10,93,83,1,149,-1,149

Only part of the results is shown; rates above refer to the full screens.
